Screens from PubChem BioAssay.
CAL PDZ FP-1: CAL PDZ (human) peptide binding inhibition | inhibition, % at 24.9 µM | 300,000 compounds, 0.92% hits | AID 602252 | purified CAL PDZ, TMR-peptide fluorescence polarization, 1 h | Q9HD26;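 active means mean inhibition of at least 30% with at least half of replicates also reaching 30%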;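 further: 0% = DMSO neutral control and 100% = excess unlabeled competitor peptide PRC23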
Ecoli viability: reduces bacterial viability in AddAB counter-screen; E. coli V3065 growth, OD600 absorbance, 18 h; inhibition, % at 11.9 µM; 330,000 compounds, 0.27% hits;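 active means inhibition above the campaign's mean inhibition across all tested compounds plus 3 SD, cut at about 9.9% in these data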;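 further: uninfected addAB+ strain grown without phage in ampicillin broth; 0% = DMSO wells and 100% = ciprofloxacin 0.95 µg/ml wells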
AddAB inh: less growth of phage-infected E. coli with AddAB. E. coli expressing H. pylori AddAB, absorbance growth. 330,000 compounds, 0.29% hits. inhibition, % at 11.9 µM; in the data active means inhibition above about 12%;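 further: 0% = vehicle wells of infected cells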
MITF TRPM1 HTS: activators of MITF-driven TRPM1 promoter activity in SK-MEL-5 cells | activation, % at 12.5 µM | SK-MEL-5 TRPM1-promoter luciferase, 24 h; % of positive control, neutral wells = 0 | 300,000 compounds, 0.75% hits;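 active means mean activation of at least 80% with every replicate also reaching 80%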;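 further: 0% = neutral control wells and 100% = parthenolide positive control wells; values of inactives mirror those of a sister screen read the other way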
CAL PDZ FP-2: inhibitors of human CAL PDZ peptide binding | Q9HD26 | purified CAL PDZ, TMR-peptide fluorescence polarization, 1 h | inhibition, % at 20 µM | 330,000 compounds, 0.02% hits | AID 504414;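 active means highest replicate inhibition of at least 40%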;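 further: plate controls were DMSO neutral control wells for no effect and unlabeled competitor peptide control wells for full effect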
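System: tagged CAL PDZ domain. Schedule: 1 h room-temperature incubation prior to read. Signal: fluorescence polarization (mP). Measure: percent inhibition from loss of millipolarization.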
phage Ecoli inh: E. coli growth loss with phage present | growth absorbance | inhibition, % at 11.9 µM | 360,000 compounds, 0.26% hits | AID 651602; in the data active means inhibition above about 11%
Wnt act: activators of Wnt/beta-catenin signaling. Wnt/beta-catenin reporter cell assay, activator, plate reader. activation, % at 9.35 µM. 300,000 compounds, 1.2% hits. AID 743398; in the data active means activation above about 30%, passing the limit was not always enough;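 further: 0% = neutral control wells and 100% = positive control wells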
SR-BI HDL uptake: inhibitors of mouse SR-BI mediated HDL lipid uptake; Q61009; ldlA[mSR-BI] CHO cells, DiI-HDL uptake fluorescence, 3 h; inhibition, % at 12.5 µM; 320,000 compounds, 0.96% hits;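 active means mean replicate inhibition of at least 70% and a set share of replicates each scoring 70 or more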;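 further: 0% = median of neutral control wells and 100% = median of positive control wells; values of inactives mirror those of a sister screen read the other way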
Target sequence (Q61009 whole entry, looked up): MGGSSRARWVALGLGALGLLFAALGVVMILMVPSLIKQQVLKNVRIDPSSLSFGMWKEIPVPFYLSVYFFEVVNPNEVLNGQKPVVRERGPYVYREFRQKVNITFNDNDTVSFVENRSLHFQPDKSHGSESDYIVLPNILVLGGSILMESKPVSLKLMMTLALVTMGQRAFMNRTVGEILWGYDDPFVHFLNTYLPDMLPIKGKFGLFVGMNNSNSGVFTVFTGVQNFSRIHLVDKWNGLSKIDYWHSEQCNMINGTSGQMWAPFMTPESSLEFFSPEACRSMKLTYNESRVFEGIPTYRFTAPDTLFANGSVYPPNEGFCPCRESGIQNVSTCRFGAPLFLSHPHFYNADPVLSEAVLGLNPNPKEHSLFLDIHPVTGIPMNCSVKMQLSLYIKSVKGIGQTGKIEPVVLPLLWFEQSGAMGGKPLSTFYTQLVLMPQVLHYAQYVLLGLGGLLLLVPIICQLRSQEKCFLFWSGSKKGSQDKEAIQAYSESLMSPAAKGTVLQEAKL
SR-BI DiI-HDL act: enhances SR-BI lipid uptake from DiI-HDL. activation, % at 12.5 µM. 320,000 compounds, 0.096% hits. CHO ldlA[mSR-BI] cells, DiI-HDL uptake fluorescence, 3 h; 100 = double the neutral-control signal;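 active means mean replicate activation of at least 60% and every replicate at or above 60%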;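 further: 0% = median plate neutral-control signal and 100% = twice that signal; values of inactives mirror those of a sister screen read the other way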
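Material: SR-BI-overexpressing, LDLR-lacking CHO cells; schedule: compound exposure 3 h, 37 °C; reagent: DiI-labelled HDL at 10 µg/mL final; technique: bottom-read fluorescence, 550/595 nm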
Tat export inh: inhibitors of E. coli Tat protein transport. 340,000 compounds, 0.036% hits. inhibition, % at 10 µM. AID 488895. E. coli MC4100 TorA-mCherry Tat export, fluorescence;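 active means mean replicate inhibition at least 50% and at least half of replicates individually reaching 50%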;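 further: exported cargo escapes ClpAP degradation while cytoplasmic cargo is degraded and loses fluorescence; 0% = median of neutral control wells and 100% = median of NaSCN control wells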
* hit, by the source's call; nt = not tested or not shown.

SMILES	CAL PDZ FP-1	Ecoli viability	AddAB inh	MITF TRPM1 HTS	CAL PDZ FP-2	phage Ecoli inh	Wnt act	SR-BI HDL uptake	SR-BI DiI-HDL act	Tat export inh
Cc1ccc(S(=O)(=O)/N=C(\CN2CCOCC2)N2CCCC2)cc1	-1.5	0.9	4.2	-10.0	-2.4	0.4	nt	-6.9	6.9	-0.2
C=CCN1C(=O)c2ccc(C(=O)OCC(=O)N3CCN(c4ccccc4)CC3)cc2C1=O	-2.5	-0.7	3.9	5.8	-2.9	1.3	-4.4	5.8	-5.8	-1.0
COc1c(Br)cc(Br)cc1/C=N/NC(=O)c1cccnc1	-5.8	nt	nt	nt	-3.3	3.3	-1.6	8.5	-8.5	-2.5
CCN(CC)CCNS(=O)(=O)c1ccc2[nH]cc(C(=O)O)c(=O)c2c1	-1.7	-0.4	2.5	-3.7	-1.3	0.8	-0.7	-16.1	16.1	1.1
Cc1ccc(Cl)c(OCC(=O)Nc2ccc(S(=O)(=O)NC3=NCCCCC3)cc2)c1	-5.7	-1.0	1.5	1.2	-0.7	2.9	-3.9	17.8	-17.8	-6.6
COc1ccc(C(=O)N[C@H](C(=O)NCc2cccs2)C(C)C)cc1	-1.1	1.1	1.5	2.0	-2.2	3.6	-1.1	2.1	-2.1	0.6
CC1CN(C(=S)NC(=O)c2ccco2)CC(C)O1 (centres undefined)	-2.2	-1.0	1.7	1.0	0.1	2.6	-1.6	-4.6	4.6	8.4
O=C(O)c1ccc(S(=O)(=O)N2CCc3ccccc3C2)cc1	-3.9	-0.7	1.8	-13.2	-0.8	1.2	1.0	-12.2	12.2	-2.0
COCCNc1nc(-c2cc3ccccc3o2)cs1	9.9	-0.2	2.7	33.0	-0.3	3.0	nt	-10.2	10.2	-5.0
CCOC(=O)CSc1nnc(CNc2cccc(Cl)c2)n1C	-2.6	1.6	1.5	-10.1	-3.7	1.1	nt	36.4	-36.4	4.2
Sc1oc(-c2ccccc2)cc1C=Nc1ccccc1	-1.2	1.1	-0.7	22.8	-1.6	-3.1	nt	6.9	-6.9	-7.6
CC(C)C(CC(=O)NCc1ccco1)c1ccco1 (centres undefined)	-3.1	-1.5	-0.2	-4.3	-0.3	-0.2	-0.7	-7.0	7.0	-3.4
COc1ccc(C(=O)COC(=O)CNC(=O)c2ccc(C)s2)c(OC)c1	-2.2	1.0	1.9	-0.7	-0.9	5.2	-1.6	24.6	-24.6	3.4
O=C1CCN(Cc2ccc(Cl)cc2Cl)C(=O)N1	-3.3	nt	nt	-6.2	-1.0	3.0	-3.3	-7.4	7.4	3.9
OCC1(Cc2ccccc2)CCCN(C2CCCC2)C1 (centres undefined)	nt	3.7	0.3	-0.7	-0.7	3.0	-0.9	-6.1	6.1	-2.3
Cc1c(C(=O)N2CCN(c3ccccc3)CC2)oc2c1C(=O)CC(C)(C)C2	-0.5	-0.8	0.2	-1.1	-1.2	0.7	12.3	18.5	-18.5	-0.2
CCOC(=O)C[C@H]1c2cc(F)ccc2S(=O)(=O)N1C1CCCC1	3.5	-0.7	3.8	7.3	-0.5	1.5	-1.6	3.1	-3.1	-2.2
Nc1nc(OCC(F)(F)F)cc(Oc2ccccc2F)n1	-6.3	-1.7	0.1	14.6	nt	3.3	-2.0	-6.4	6.4	-10.7
CC(=O)Nc1ccc(-n2nnnc2SCC(=O)Nc2cccc(NC(=O)c3ccco3)c2)cc1	-4.6	-0.6	-0.2	-4.6	-2.9	-0.5	-0.8	30.3	-30.3	7.8
CCC(=O)Nn1c(C2CCC2)nc2ccccc2c1=O	-1.5	0.5	1.0	-4.0	nt	2.7	-1.6	nt	nt	6.4
CCOc1ccccc1NC(=O)C1CCCCN1S(=O)(=O)c1ccccc1 (centres undefined)	-6.1	0.2	0.6	-14.0	-1.7	1.8	-2.6	7.3	-7.3	0.2
CC(CNC(=O)Cn1ccc(N)nc1=O)c1ccccc1 (centres undefined)	-4.2	1.3	-1.9	4.0	1.1	2.4	-3.2	-34.1	34.1	-2.8
N#C/C(=C\c1ccc(Cl)cc1Cl)c1n[nH]c(Cn2cncn2)n1	-4.3	2.0	-1.9	-2.6	nt	1.0	-1.2	7.7	-7.7	-2.0
COc1cc2c(cc1OC)C(c1ccccc1)NCC2 (centres undefined)	-1.0	-2.0	-3.4	10.2	nt	3.8	0.7	7.1	-7.1	4.4
CCOC(=O)c1cc(C#N)c(SCC(=O)O)[nH]c1=O	7.9	0.6	1.5	18.5	0.0	2.7	-1.4	-14.4	14.4	-7.6

The results go on.
SMILES	CAL PDZ FP-1	Ecoli viability	AddAB inh	MITF TRPM1 HTS	CAL PDZ FP-2	phage Ecoli inh	Wnt act	SR-BI HDL uptake	SR-BI DiI-HDL act	Tat export inh
O=C(CSc1nnc(-c2ccccc2)n1CC1CCCO1)N1CCCC1 (centres undefined)	1.3	-0.6	0.9	-5.7	nt	2.0	-12.8	-11.7	11.7	-4.3
COC(=O)c1c(-c2ccccc2Cl)noc1-c1cnc(N)nc1C(F)(F)F	-1.0	-1.4	1.3	-1.7	-2.2	-0.5	0.4	nt	nt	8.1
Cc1ccc(NC(=S)Nc2ccc(Br)cc2)cc1	-1.1	2.7	-0.8	15.1	0.0	6.0	nt	18.5	-18.5	-4.2
CC(=O)N1CCCc2cc(S(=O)(=O)N3CCCC(C(=O)Nc4cc(C)ccc4C)C3)ccc21 (centres undefined)	1.6	-1.9	2.5	-13.6	-0.5	7.7	-1.9	-17.6	17.6	-0.1
CCOc1ccc(S(=O)(=O)n2cc(-c3ccccc3)c(N)n2)cc1	-2.8	-2.7	0.6	19.0	0.1	0.7	-0.3	-16.0	16.0	-7.5
CC(C)Sc1nc2ccccc2[nH]1	5.1	0.4	3.0	3.1	-16.3	5.3	2.6	-13.9	13.9	7.5
CC12CN3CC(C)(CN(C1)C3c1ccccc1F)C2 (centres undefined)	-2.9	2.6	5.7	3.2	0.1	-1.3	-0.7	3.7	-3.7	-9.2
FC(F)(F)c1ccc(-n2ccnc2)nc1	1.2	-0.1	2.9	6.9	nt	3.4	nt	-11.3	11.3	3.2
Cn1c2ccccc2c2nn(-c3ccccc3)c(=O)cc21	-0.8	-0.9	0.8	10.5	-1.3	3.1	-5.8	-12.4	12.4	2.8
COc1cc(NC(=O)c2cccc(S(=O)(=O)N3CCCCC3)c2)cc(OC)c1OC	0.6	-4.2	-1.5	-14.1	-0.4	0.5	-1.8	56.8	-56.8	9.1
COc1ccc(C(=S)N2CCCC2)cc1OC	0.8	-1.3	0.0	-0.2	-3.2	0.8	-3.5	2.2	-2.2	-1.4
COc1ccc2c(c1)c1nc3ccccc3nc1n2Cc1ccc(OC(C)C)c(OC)c1	-2.1	0.3	4.0	10.9	-0.2	1.2	-6.1	14.8	-14.8	0.8
Clc1cccc(/C=N/Nc2nc(Cl)nc3ccccc23)c1	-1.9	1.8	2.6	nt	-2.4	1.4	9.9	33.2	-33.2	6.4
CC(=O)NNc1cc(N2CCOCC2)nc(N2CCOCC2)n1	8.2	1.3	2.2	nt	0.0	1.2	-3.9	-27.8	27.8	-7.6
CCn1cc(C(=O)NCc2ccccc2F)c(=O)c2ccc(C)nc21	1.0	-0.8	-0.5	nt	0.1	nt	nt	-5.3	5.3	6.3
Cc1ccc2c(c1)C1(C(=O)N2C)N2CC3(C)CN1CC(C)(C2)C3=O (centres undefined)	-0.7	2.7	0.9	-3.3	-2.6	-0.5	nt	-30.6	30.6	9.0
Cc1ccc(NC(=O)NC(=O)COc2ccc(Cl)cc2Cl)c(C)c1	-0.3	-1.6	0.0	12.8	-2.6	2.5	-1.2	-6.8	6.8	-1.1
COc1cccc(N2CCN(C(=O)C3CCN(S(=O)(=O)c4ccc5c(c4)oc(=O)n5C)CC3)CC2)c1	-4.3	-4.4	0.6	2.0	-2.6	1.1	-0.6	1.2	-1.2	-12.1
COC(=O)c1ccccc1NC(=O)Oc1ccc(F)cc1	nt	0.2	1.2	12.1	-2.7	3.5	nt	-13.2	13.2	7.1
Cc1ccsc1C(=O)N(C)C1CCS(=O)(=O)C1 (centres undefined)	-1.7	1.6	-1.0	-9.5	-1.5	0.7	-1.0	-26.0	26.0	7.3
COCCN(C(=O)COC(=O)CCCOc1ccccc1)c1c(N)n(Cc2ccccc2)c(=O)[nH]c1=O	1.6	-1.1	1.0	7.1	-1.0	2.1	3.6	-7.7	7.7	-6.5
O=C(CN1C(=O)NC2(CCCCCC2)C1=O)Nc1ccc([N+](=O)[O-])cc1	-4.3	-0.2	0.3	9.0	-0.6	2.9	-2.9	-12.8	12.8	-2.2
COc1ccc(N(Cc2cc3cc(OC)ccc3[nH]c2=O)S(=O)(=O)c2ccc(NC(C)=O)cc2)cc1	-2.9	-1.3	-0.6	-9.0	-4.0	0.5	-9.7	-12.0	12.0	-0.6
COCc1cc(C)nc(OCC(=O)N/N=C\c2cc(C)n(-c3cccc(C(F)(F)F)c3)c2C)c1C#N	-0.4	2.4	2.2	-7.3	-0.1	4.1	nt	nt	nt	-5.2
Cc1nc(SCc2ccc(Cl)cc2)ncc1C(=O)O	3.7	1.8	3.1	19.2	-1.5	4.6	-1.2	-7.4	7.4	-5.1
C=CCOC(=O)C1CC=CCC1C(=O)Oc1ccc(F)cc1F (centres undefined)	-4.9	-1.7	-1.4	-5.5	-2.9	1.7	nt	-34.1	34.1	-8.7
O=C(/C=C/c1ccccc1)Nc1cccnc1	-0.3	1.6	3.3	nt	-1.3	3.6	38.7*	-12.7	12.7	3.8
